# Screens as filed in PubChem.
# ERp5 inh – blocks human ERp5 reductase activity on insulin; 0.05% of 350,000 active; inhibition, % at 9.99 µM; Q15084; ERp5 insulin aggregation, absorbance 650 nm, 90 min; AID 651711;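 active means mean replicate inhibition above about 25%, with every replicate also reaching it, limit read from the data, passing the limit was not always enough; inconclusive means only one of those two criteria met; inactive means neither criterion met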
# RAD52 inh – blocks human RAD52 DNA annealing. P43351. recombinant RAD52 DNA annealing, FRET fluorescence. inhibition, % at 18.7 µM. 0.46% of 360,000 active;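 active means every replicate showing at least 50% inhibition; inconclusive means mean inhibition at least 50% but not in every replicate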
# Target sequence (P43351 whole entry, looked up): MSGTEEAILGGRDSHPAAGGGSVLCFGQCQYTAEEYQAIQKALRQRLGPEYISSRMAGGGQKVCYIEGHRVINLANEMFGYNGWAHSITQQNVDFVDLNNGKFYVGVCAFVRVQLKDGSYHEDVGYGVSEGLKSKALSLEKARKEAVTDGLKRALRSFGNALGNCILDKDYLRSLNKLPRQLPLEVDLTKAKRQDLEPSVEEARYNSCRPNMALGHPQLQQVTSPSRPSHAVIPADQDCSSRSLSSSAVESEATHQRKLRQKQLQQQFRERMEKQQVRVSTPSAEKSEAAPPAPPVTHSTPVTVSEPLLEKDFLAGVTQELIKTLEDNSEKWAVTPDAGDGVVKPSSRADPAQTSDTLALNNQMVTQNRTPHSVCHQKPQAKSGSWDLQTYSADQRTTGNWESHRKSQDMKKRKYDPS
# E-sel inducer – induces E-selectin expression in human endothelial cells; P16581; HUVEC E-selectin immunofluorescence imaging; normalized: neutral wells 0, TNF-alpha wells 100; activation, % at 7.58 µM; 0.37% of 260,000 active; AID 686992;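 active means mean E-selectin-positive cell signal at least 10% of the positive control, reached in at least 60% of replicates, without over 20% cell loss; inconclusive means no rule given, readout overlaps actives, possibly toxicity-flagged; inactive means the rest, including those meeting only one limit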;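 further: in these data hits start at about 27%; measured in HUVEC primary endothelial cells; signal is the percent of cells scored E-selectin positive by PE staining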
# Target sequence (P16581 whole entry, looked up): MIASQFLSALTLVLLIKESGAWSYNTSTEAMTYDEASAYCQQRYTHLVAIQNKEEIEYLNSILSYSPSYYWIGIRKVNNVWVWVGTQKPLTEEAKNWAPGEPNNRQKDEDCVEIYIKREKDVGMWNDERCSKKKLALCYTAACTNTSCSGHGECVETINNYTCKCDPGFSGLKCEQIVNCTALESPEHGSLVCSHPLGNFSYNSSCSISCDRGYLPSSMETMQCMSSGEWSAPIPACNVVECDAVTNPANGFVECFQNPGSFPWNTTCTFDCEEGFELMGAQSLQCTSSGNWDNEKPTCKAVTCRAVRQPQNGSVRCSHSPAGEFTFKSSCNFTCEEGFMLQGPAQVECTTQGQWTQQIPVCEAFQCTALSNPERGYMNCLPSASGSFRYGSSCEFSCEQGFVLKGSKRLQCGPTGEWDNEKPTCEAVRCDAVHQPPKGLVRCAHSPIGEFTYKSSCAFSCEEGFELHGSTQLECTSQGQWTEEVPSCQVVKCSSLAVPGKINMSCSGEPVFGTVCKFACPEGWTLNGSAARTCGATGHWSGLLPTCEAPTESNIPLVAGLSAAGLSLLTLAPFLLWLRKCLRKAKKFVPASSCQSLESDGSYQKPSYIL
#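 material = human umbilical vein endothelial cells (HUVEC), E-selectin induction | quantity = 3,000 cells/well | medium = EGM-2 growth medium on 0.1% gelatin-coated wells | technique = immunofluorescence imaging | read-out basis = % PE-positive cells | control set = TNF-alpha positive control, DMSO neutral control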
# ERAP1 HTS inh – inhibitors of human ERAP1 aminopeptidase | recombinant ERAP1, Leu-AMC fluorescence, 60 min | inhibition, % at 10.7 µM | 0.15% of 340,000 active;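 active means mean replicate inhibition of at least 30%, or all replicates individually reaching that 30% level; inactive means mean below 30% and not every replicate reaching it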;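 further: 0% = neutral control wells and 100% = L-leucinethiol positive control wells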
# S100A4 inh HTS – inhibitors of human S100A4 binding to myosin IIA peptide. P26447. S100A4/TAMRA-MyoIIA peptide fluorescence polarization. inhibition, % at 10.7 µM. 0.14% of 360,000 active;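 active means mean inhibition of at least 70% across replicates, with every replicate also reaching that level; inconclusive means mean inhibition reaches 70% but some replicates fall short; inactive means mean inhibition below 70%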
#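 Material: S100A4 monomer protein / Buffer or medium: 50 mM HEPES pH 7.2, 10 mM CaCl2, 100 mM KCl / Times: 5 min incubation before reading / Benchmarks: neutral control DMSO, positive control TFP / Reagent: labelled myosin peptide probe, 5 nM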
# esBAF inh – inhibitors of esBAF chromatin remodeling in mouse ES cells; Bmi1-luciferase knock-in reporter, 24 h; 100% = twice the neutral-well signal; reporter increase, % at 12.5 µM; 2% of 350,000 active; AID 602393; in the data active means activation above about 40%; inconclusive means no clear call, values can overlap the other calls;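 further: 0% = median of the plate's neutral control wells and 100% = double that signal; a rise in the Bmi1 reporter signal indicates esBAF inhibition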
# RAD54 inh – blocks human RAD54 Holliday junction branch migration | Q92698 | FAM/BHQ fluorescence | inhibition, % at 10.4 µM | 0.14% of 360,000 active | AID 602329;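 active means mean normalized replicate activity at least 40 and at least half of replicates scoring 40 or more; inconclusive means only one of the two criteria met; inactive means mean below 40 and under half of replicates reaching 40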;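 further: 0% = median of neutral control wells and 100% = median of positive control wells; inhibitors cause a drop in the FAM fluorescence signal; in these data hits start at about 50%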
# Xi reactivation – reactivates the inactive X chromosome in mouse fibroblasts. activation, % at 7.58 µM. XiGFP mouse fibroblasts, % GFP-positive cells imaging, 3 d; cells co-treated with 5-aza-dC sensitizer; scaled so ellipticine positive control = 100%. 0.055% of 360,000 active;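 active means mean normalized replicate activation at least 10% and every replicate at or above 10%; inconclusive means only one of the two criteria met; inactive means mean below 10% and not all replicates reach 10%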;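 further: 0% = median of on-plate neutral control wells and 100% = ellipticine 6 µM median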
#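 Material: SV40-immortalized XiGFP fibroblast cells, line 68-5-11 | Buffer or medium: DMEM containing 5-aza-dC | Dosing: One concentration, pinned | Times: 3 d treatment, 15 min room-temperature fixation | Controls: Ellipticine 6 µM positive control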
# * hit, by the source's call; ? = inconclusive; / = not tested or not shown; & = joins results of further samples.
SMILES,ERp5 inh,RAD52 inh,E-sel inducer,ERAP1 HTS inh,S100A4 inh HTS,esBAF inh,RAD54 inh,Xi reactivation
CCOC(=O)/C=c1\s/c(=C\c2ccc(C(=O)OC)cc2)c(=O)n1CC(=O)Nc1ccccc1,?,-83,-0.1,-2,4,-8,1,-0.2
O=C1O[C@@H](c2ccccc2)[C@@H](c2ccccc2)N2[C@@H](c3ccc(O)cc3)[C@]3(C(=O)Nc4ccc(C#CC5(O)CCCCCC5)cc43)[C@@H](C(=O)NC[C@H](O)c3ccccc3)[C@H]12,-2,18,/,2,1,/,-2,/
COc1ccc(/C=C(/NC(=O)c2ccc([N+](=O)[O-])cc2)C(=O)NC(C)(C)C)cc1,-2,-27,/,0,-5,-9,-13,0.3
Cc1ccc(C)c(OCCCC(C)(C)C(=O)O)c1,2,-17,2.0,-1,-1&0,1,3,-0.1
CN(C)CC(=O)N[C@@H]1CC[C@@H](CCn2cc(CN(C)C)nn2)O[C@@H]1CO,0,2,-0.5&-0.8,-1,2,-2,-5,0.7&-0.2
Cc1ccc(CN2CCC(CNC(=O)C3CCCN(c4ncnc5c4nc4n5CCCCC4)C3)CC2)cc1 (stereo unspecified),-3,-4,/,-2,-6,-4,16,0.3
CCn1c2c(c(=N)c3c1CCC3)CCC2,0,3,/,6,-3,/,/,0.0
CCOC(=O)c1nn(-c2ccccc2)c(=O)c(C#N)c1C,-6,-8,/,7,1,/,-8,/
Cc1csc(NC(=O)CSc2nncs2)n1,9,-13,-0.7,-1,-4,23,4,-0.3
Cc1ccc(NC(=O)c2ccco2)cc1,10,-5,2.8,-4,-7,59*,-1,0.0
CCN(CC(=O)NCCc1ccccc1)S(=O)(=O)c1ccccc1,3,-13,/,-1,-4,0,7,0.0
Cc1ccc(NC(=O)CN(C)C(=O)c2cccnc2Nc2cccc(C(F)(F)F)c2)cc1,-1,-10,/,1,-4,-4,10,0.3
COc1ccc(C(=O)NC2=NCCS2)c(OC)c1,2,-15,0.1,0,-11,-5,-13,0.1
C[C@@H]1CN([C@@H](C)CO)C(=O)c2cccc(NC(=O)Nc3ccc(C(F)(F)F)cc3)c2O[C@H]1CN(C)S(=O)(=O)c1ccc(Cl)cc1,-4,17,/,/,3,-3,1,0.0
C#CCOCCOCCOCCNc1nc(N2CCOCC2)nc(N2CCN(C(=O)[C@H]([C@@H](C)CC)n3cc([C@@H](N)CO)nn3)CC2)n1,2,-4,0.9,-1,0,-8,2,0.0
Cc1ccc(C)c(C(=O)CN2C(=O)NC3(CCCCCC3)C2=O)c1,7,-7,/,5,1,2,-7,-0.1
O=C(NCCc1csc(-c2cccnc2)n1)c1cccs1,-3,-1,-2.1,1,27,-1,2,0.0
COC(OC)C12c3ccccc3C(c3ccccc31)C1C(=O)N(c3cccnc3)C(=O)C12 (stereo unspecified),0,-10,1.7,-2,0,-9,7,0.0
Cc1cccc(NC(=O)C(C)Oc2ccc(C)nc2[N+](=O)[O-])c1 (stereo unspecified),-1,-15,-0.5,-1,-9,1,1,0.1
CCOC(=O)c1c(-c2ccc3ccccc3c2)csc1NC(=O)CCCC(=O)O,0,-14,-0.2,-1,3,6,/,0.0
C/C(CC(=O)NCc1ccc(Cl)cc1)=N\NC(=O)COc1ccc(C)cc1Br,5,11,/,3,2,3,-2,0.6
CCCNC(=O)N(C)C[C@@H]1Oc2cc(C#Cc3ccccn3)ccc2S(=O)(=O)N([C@@H](C)CO)C[C@H]1C,-4,-9,/,0,29,1,-9,0.1
O=C(Nc1c(C(=O)O)[nH]c2ccccc12)c1cccc(C(F)(F)F)c1,3,-15,0.2,13,3,/,/,0.0
CO[C@H]1CN(C)C(=O)c2cc(NS(=O)(=O)c3ccccc3C)ccc2OC[C@H](C)NC[C@@H]1C,3,-2,-0.2,2,1,2,-1,1.5
COc1ccc(CN(C)C(=O)C(Cc2ccccc2)NC(=O)c2ccccc2)c(OC)c1OC (stereo unspecified),1,6,0.1,-7,3,-8,16,0.0
N#Cc1cc(C(=O)c2cc(Br)ccc2O)cn(Cc2ccccc2)c1=O,-3,-42,5.1,2,-2,/,/,0.3
CNC(=O)C(NC(=O)c1ccccc1)=C(C)C,2,-20,/,/,5,-13,-2,0.0
CC(=O)c1cnc2nc(SCc3ccc(C)cc3)nn2c1C,4,4,-0.1,-3,5,0,13,0.0
CCCN1C(=O)/C(=C/c2ccc(OCC(=O)OCC)cc2)NC1=S,7,-18,/,-7,-5,/,/,0.4
O=[N+]([O-])c1ccc(Oc2ncccn2)cc1,-5,-13,/,-2,0,/,-2,0.0
c1ccc2c(c1)ccc1nnc(SCc3ccc4c(c3)OCO4)n12,3,0,3.0,-3,-4,15,-1,0.0
CSc1nc(C(=O)N2CCCC(C(=O)c3ccc(Cl)cc3)C2)cs1 (stereo unspecified),4,10,-0.4,13,-1,8,/,-0.1
CN(CC(=O)NCCc1ccc(S(N)(=O)=O)cc1)CC(=O)Nc1ccc(F)c(F)c1F,-7,-8,-0.2,-1,3,-4,3,1.1
COc1ccc(Cl)c2sc(N(CCN(C)C)C(=O)c3ccc4c(c3)OCCO4)nc12,10,91*,/,-1,1,2,/,0.0
COc1ccc(/C=C2/C(=O)N(Cc3ccccc3)N=C2C)cc1,2,-1,-0.1,8,7,/,/,-0.1
COc1ccc(NS(=O)(=O)c2ccc(C)c(C(=O)N(C)CC(=O)Nc3cccc(OC)c3)c2)cc1,4,-13,-0.1,-9,0,1,-7,0.0
Cc1cc(C)nc(N/N=C/c2ccc(Cl)cc2)n1,3,-12,/,/,-8,/,-2,0.0
CCCCCCN1C[C@@H](O)[C@H](n2cc(COC(=O)c3ccccc3)nn2)C[C@@H]1c1ccc(C)cc1,5,-7,/,2,-2,-2,-5,-0.1
CCCNC(=O)C[C@@H]1CC[C@H]2[C@H](COc3ccc(NC(=O)CC)cc3C(=O)N2C)O1,-6,0,0.0,-1,10,2,6,0.0
COc1ccc(S(=O)(=O)Nc2ccc3c(c2)C(=O)N([C@H](C)CO)C[C@@H](C)[C@@H](CN(C)C(=O)C2CCCCC2)OCCCC[C@H](C)O3)cc1,3,3,0.4,3,-19,7,-1,-0.2
COc1ccc(CN(C)C(=O)Cn2ccc(NC(=O)OCc3ccccc3)nc2=O)cc1OC,-1,-11,0.8,-1,1,-2,8,0.0
CN1CCN(C(=O)C[C@@H]2CC[C@H]3[C@@H](COC[C@H](O)CN3Cc3cccc(F)c3)O2)CC1,-4,5,0.9,-1,17,-8,-3,-0.1
CCOc1ccc(CCNC(=O)c2cccc(NC3=NC4CS(=O)(=O)CC4S3)c2)cc1 (stereo unspecified),2,3,-0.4,11,1,-8,12,-0.1
N#Cc1ccccc1NC(=O)c1ccccc1OCC(=O)NCc1ccco1,1,-14,/,-5,-5,7,2,/
O=C(OC1CCOC1=O)c1cccc(S(=O)(=O)N2CCc3ccccc3C2)c1 (stereo unspecified),1,-30,0.2,-1,-5,/,/,-0.1
Nc1nonc1-n1nnc(C(=O)N/N=C/c2ccccc2)c1CN1CCc2ccccc21,-1,-4,0.0,3,-1,-4,-1,0.0
CC12CCC(C(S(=O)(=O)Nc3ccccc3)C1=O)C2(C)C (stereo unspecified),-2,-14,-0.2,1,-1,-2,1,0.5
CC(C)NC(=O)N(C)C[C@@H]1Oc2ccc(NS(C)(=O)=O)cc2C(=O)N([C@@H](C)CO)C[C@H]1C,-3,14,0.1,1,11,3,5,-1.3
C/C=C/c1ccc([C@H]2[C@H]3CN(Cc4ccccc4)CC(=O)N3[C@H]2CO)cc1,0,-14,0.6,-2,5,/,/,0.0
O=C(c1ccccn1)N1CC(=O)N2[C@H](CO)[C@H](c3ccc(C4=CCCC4)cc3)[C@@H]2C1,-1,-10,0.0,-1,1,/,/,0.0
COc1ccc(CSc2nc3nc(C)cc(C)n3n2)cc1F,2,-15,0.4,-1,1,3,-4,0.0
C[C@@H]1CN([C@H](C)CO)C(=O)c2cc(NC(=O)CCN3CCOCC3)ccc2O[C@H]1CN(C)S(=O)(=O)c1ccc(Cl)cc1,3,17,-3.6,-1,3,1,-6,-0.1
COc1cc(O)c(C(CCN2CCCC(C)C2)c2ccc(N(C)C)cc2)c(OC)c1 (stereo unspecified),6,3,0.2,2,-17,-13,2,0.0
CO[C@@H]1CN(C)C(=O)c2cc(NS(=O)(=O)c3cccc(F)c3)ccc2OC[C@@H](C)NC[C@H]1C,17,-11,-0.1,/,1,4,8,0.5
C/C=C(/C)C(=O)O[C@@H]1Cc2c(ccc3ccc(=O)oc23)OC1(C)C,/,/,-0.3,/,/,-29,2,0.0
Cn1c(N)c(C(=O)COC(=O)CSc2ccccc2)c(=O)n(C)c1=O,1,-15,-1.4,-1,1,/,/,0.1
CC(=O)N1[C@@H]2c3ccc(C4=CCCC4)c(=O)n3C[C@H]1[C@H](CO)[C@H]2C(=O)NC1CCCCC1,/,/,0.1,/,/,1,-13,0.0
COc1ccc(-c2cc(C)no2)cc1S(=O)(=O)N1CCOc2ccc(Cl)cc21,3,-104,/,-2,6,2,/,0.2
COC1C=CC(CNC(=O)c2cc3c(=O)n4cccc(C)c4nc3n2C)(OC)O1 (stereo unspecified),0,-10,/,-8,5,/,/,0.0
Cc1cccc(C)c1NC(=O)NC1(C(=O)N2CCN3CCCC3C2)CCCCC1 (stereo unspecified),0,-15,0.0,-4,4,2,3,0.0

# More compounds.
SMILES,ERp5 inh,RAD52 inh,E-sel inducer,ERAP1 HTS inh,S100A4 inh HTS,esBAF inh,RAD54 inh,Xi reactivation
CCc1ccc(C(=O)OCC(=O)N(CC)c2c(N)n(Cc3ccccc3)c(=O)[nH]c2=O)cc1,7,-18,/,13,-2,-3,-14,-0.5
O=C1NC(=O)C2(CCCc3c([N+](=O)[O-])cccc32)N1 (stereo unspecified),-1,-13,0.4,3,2,-3,4,-0.1
CC(C)(C)n1ncc2c(=O)n(CC(=O)Nc3ccc4c(c3)OCO4)cnc21,2,11,/,1,0,-2,9,/
CO[C@H]1CN(C)C(=O)c2cc(NC(=O)Nc3c(C)noc3C)ccc2OC[C@@H](C)N(CCC(F)(F)F)C[C@H]1C,1,12,0.2,2,-8,-22,-5,0.4
N#C[C@H]1[C@@H](c2ccc(-c3ccccc3)cc2)[C@H](CO)N1C(=O)Cc1ccccc1,9,-103,0.0,1,-1,-2,-13,-0.1
O=C(c1ccncc1)N1CC[C@@H]2[C@@H](CO)Nc3ccc(Br)cc3[C@@H]21,/,/,-0.2,/,/,3,0,-0.1

# 3 of the entries above in order of the ERAP1 HTS inh value, highest first.
Compound	ERp5 inh	RAD52 inh	ERAP1 HTS inh	S100A4 inh HTS	esBAF inh
CCc1ccc(C(=O)OCC(=O)N(CC)c2c(N)n(Cc3ccccc3)c(=O)[nH]c2=O)cc1	7	-18	13	-2	-3
O=C1NC(=O)C2(CCCc3c([N+](=O)[O-])cccc32)N1 (stereo unspecified)	-1	-13	3	2	-3
N#C[C@H]1[C@@H](c2ccc(-c3ccccc3)cc2)[C@H](CO)N1C(=O)Cc1ccccc1	9	-103	1	-1	-2
